# Bioassay records as filed in PubChem BioAssay.
# GlmU inhibition = inhibition of mycobacterial GlmU enzyme – biochemical, glucosamine-1-phosphate acetyltransferase (AID 1376) | M. tuberculosis GlmU acetyltransferase enzyme assay; higher % means a stronger effect | one-dose inhibition, %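 (tested at 30 µM in the primary screen)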; IC50 in µM for titrated hits | 0.25% of 220,000 active; in the data active means inhibition above about 13%; inconclusive means no clear call, values can overlap the other calls;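 further: 0% = complete reaction with vehicle and 100% = reaction without substrate; strong numbers were not always called active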
# RmlCD inh 1536 = M. tuberculosis RmlC/RmlD inhibition; 0.03% of 160,000 active; inhibition, % at 3.6 µM; RmlC+RmlD coupled enzyme assay, percent inhibition; primary screen in compound mixtures; in the data active means inhibition mostly above about 34%, no sharp cut-off; inconclusive means no clear call, values can overlap the other calls; inactive means mostly below about 22%; further: some results filed as inactive read as strong as hits
# Target sequence (P9WH09 whole entry, looked up): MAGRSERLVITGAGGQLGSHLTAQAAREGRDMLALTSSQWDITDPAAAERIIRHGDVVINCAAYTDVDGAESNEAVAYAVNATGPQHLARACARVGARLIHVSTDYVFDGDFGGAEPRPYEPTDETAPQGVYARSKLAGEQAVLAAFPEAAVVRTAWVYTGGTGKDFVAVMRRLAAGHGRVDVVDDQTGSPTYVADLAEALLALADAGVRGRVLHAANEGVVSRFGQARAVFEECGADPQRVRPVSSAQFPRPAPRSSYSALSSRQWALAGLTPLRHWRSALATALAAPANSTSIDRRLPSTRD
# Target sequence (P9WH11 whole entry, looked up): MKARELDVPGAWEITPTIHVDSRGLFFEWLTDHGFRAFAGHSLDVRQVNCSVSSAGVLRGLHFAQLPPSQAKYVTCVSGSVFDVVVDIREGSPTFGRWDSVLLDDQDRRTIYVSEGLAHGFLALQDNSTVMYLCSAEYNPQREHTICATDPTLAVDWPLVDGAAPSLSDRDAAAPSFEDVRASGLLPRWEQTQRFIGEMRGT
# Active calls of the source: *; ? = inconclusive; . = no result given.
cpd	SMILES	GlmU inhibition	RmlCD inh 1536
1	Cc1nc(SCC(=O)N2CCN(c3ccccc3)CC2)c2oc3ccccc3c2n1	1.9%	-7.5
2	O=c1[nH]c2ccc(S(=O)(=O)NCc3ccccc3)cc2[nH]1	-0.5%	-4.1
3	O=C(Nc1ccc(F)cc1F)N1CCCN(CCOc2ccccc2)CC1	2.6%	4.8
4	O=C(c1ccco1)N1CCN(/C(=N/S(=O)(=O)c2cccs2)c2ccccc2Cl)CC1	9.4%	.
5	COc1cccc(N2CC(C(=O)Nc3nnc(SCc4cccnc4)s3)CC2=O)c1 (stereo not drawn)	1.1%	6.1
6	Cc1ccc(Nc2nc3ccccc3s2)c(C)c1	2.7%	-4.2
7	COc1nnc(-c2ccc(N3CCOCC3)c(NC(=O)c3ccccc3)c2)c2ccccc12	3.7%	-8.1
8	Cc1oc(-c2cccc(Cl)c2)nc1CSc1nc2c(c(=O)[nH]1)CCC2	-5.8%	.
9	Cc1nnc(NC(=O)c2ccccc2NC(=O)c2ccccc2)s1	-0.1%	2.9
10	CCN(C(=O)COC(=O)c1cc(-c2cccc3ccccc23)nc2ccccc12)C1CCS(=O)(=O)C1 (stereo not drawn)	-3.7%	-9.2
11	CCOc1ccc(C2CC(c3ccccc3C)n3ncnc3N2)cc1 (stereo not drawn)	1.9%	.
12	S=c1[nH]nc(-c2ccc(Cl)cc2)n1/N=C/c1cccs1	4.9%	-0.4
13	COc1ccccc1C(=O)Nc1nc2nc(-c3ccccc3)cc(=O)n2[nH]1	1.1%	8.0
14	CCC(=O)Nc1c(C(=O)Nc2cccc(OC)c2)oc2ccccc12	-2.1%	-11.4
15	Cc1cc(C)nc(Nc2ncc(O)n2-c2ccc(Br)cc2)n1	3.8%	.
16	COc1ccc(S(=O)(=O)Nc2ccc(S(=O)(=O)N3CCCC3)cc2)cc1	-1.2%	2.3
17	CC(c1ccccc1)C1OCC(C[N+]2(C)CCCCC2)O1 (stereo not drawn)	-0.5%	13.2
18	NC(=O)NC(CC(=O)NCCc1ccc(S(N)(=O)=O)cc1)c1ccc(Cl)cc1 (stereo not drawn)	8.1%	-10.1
19	Cc1cccc(CC2CC(=O)N(C3CCCCC3)C2=O)c1 (stereo not drawn)	-0.1%	7.4
20	O=C(Nc1nc(-c2ccc(-c3ccccc3)cc2)cs1)c1cnccn1	2.1%	7.9

# Quoted at random: 4 entries already listed
cpd	SMILES	GlmU inhibition	RmlCD inh 1536
8	Cc1oc(-c2cccc(Cl)c2)nc1CSc1nc2c(c(=O)[nH]1)CCC2	-5.8%	.
19	Cc1cccc(CC2CC(=O)N(C3CCCCC3)C2=O)c1 (stereo not drawn)	-0.1%	7.4
2	O=c1[nH]c2ccc(S(=O)(=O)NCc3ccccc3)cc2[nH]1	-0.5%	-4.1
17	CC(c1ccccc1)C1OCC(C[N+]2(C)CCCCC2)O1 (stereo not drawn)	-0.5%	13.2

# The listing continues:
cpd	SMILES	GlmU inhibition	RmlCD inh 1536
21	O=C(NCc1ccccc1)c1n[nH]nc1-c1ccccc1O	8.7%	.
22	COC1=C(Nc2ccccc2)C(=O)c2ccccc2C1=O	1.5%	0.3
23	COC(=O)C1=C(C)NC(C)=C(C(=O)OC)C1C(=O)OC1CCCCC1=O (stereo not drawn)	2.1%	0.1
24	C=CCN1C(=O)C(CC(=O)Nc2ccccc2F)S/C1=N\c1nccs1 (stereo not drawn)	2.8%	9.3
25	O=C(Nc1ccc2nc(-c3ccc(Br)o3)[nH]c2c1)c1cccs1	1.3%	-0.8
26	CCOC(=O)CC(=O)CSc1nc(C)cc(C)c1C#N	3.3%	.
27	C[C@@]1(CO)[C@H](O)CC[C@@]2(C)[C@H]1CC[C@H]1C[C@@H]3C[C@@]12CC[C@]3(O)CO	-3.0%	.
28	CCCCOCCCNC(=O)N[C@@H](CC(C)C)C(=O)O	5.4%	.
29	Cc1c(-n2c(SC(C)C(=O)NC(N)=O)nc3ccccc3c2=O)c(=O)n(-c2ccccc2)n1C (stereo not drawn)	1.3%	0.3
30	Cc1ccc(-n2c(N)c(C(N)=O)sc2=S)cc1	5.4%	.
31	Cc1ccc(S(=O)(=O)Nc2cc(C(F)(F)F)ccc2N2CCOCC2)cc1	5.9%	-7.5
32	COc1ccc(CNCCC(c2ccccc2)c2ccc3c(c2)OCO3)cc1 (stereo not drawn)	.	-1.8
33	CCOC(=O)N1CCC(N2C(=O)c3cc(C(=O)NC4CCCCC4)ccc3C2O)CC1 (stereo not drawn)	-0.6%	8.5
34	Cc1cc(C)c(S(=O)(=O)c2ccccc2)c(OC(=O)c2c(Cl)cc(Cl)cc2Cl)n1	-7.2%	.
35	CCN(CC)C(=O)C1CCCN(Cc2ccc(OC)c(C)c2C)C1 (stereo not drawn)	3.2%	7.2
36	CCOc1ccc(/C=C/C(=O)Nc2cccc(C(C)=O)c2)cc1	-0.8%	-3.5
37	COc1ccc(CCNC(=O)c2c(N)n(CCN3CCOCC3)c3nc4ccccc4nc23)cc1	-3.0%	8.2
38	Cc1ccc(O)c(-c2cc(-c3ccccc3[N+](=O)[O-])[nH]n2)c1	-2.4%	.
39	CCSc1nnc2nc(C)cc(C)n12	1.1%	-13.1
40	O=C(NNC(=O)c1ccccc1Br)c1ccc(SCC2CCCO2)c([N+](=O)[O-])c1 (stereo not drawn)	-6.0%	.

# Excerpt, entries 38 to 40
cpd	SMILES	GlmU inhibition	RmlCD inh 1536
38	Cc1ccc(O)c(-c2cc(-c3ccccc3[N+](=O)[O-])[nH]n2)c1	-2.4%	.
39	CCSc1nnc2nc(C)cc(C)n12	1.1%	-13.1
40	O=C(NNC(=O)c1ccccc1Br)c1ccc(SCC2CCCO2)c([N+](=O)[O-])c1 (stereo not drawn)	-6.0%	.

# (cont.)
cpd	SMILES	GlmU inhibition	RmlCD inh 1536
41	O=C(Cc1c2ccccc2nc2ccccc12)c1ccccc1	4.1%	6.8
42	COc1cccc(S(=O)(=O)NCc2ccc(C(=O)Nc3ccc(Cl)c(Cl)c3)cc2)c1	2.4%	.
43	C=CC1CN(CC(=O)OC)S(=O)(=O)c2ccccc21 (stereo not drawn)	2.8%	.
44	Clc1cncc(Cl)c1N/N=C/c1ccncc1	-4.7%	-10.4
45	CNc1nc(N/N=C/c2ccc([N+](=O)[O-])cc2)nc(Nc2ccccc2)n1	2.7%	7.3
46	O=C(CN1CCN(S(=O)(=O)c2ccc(Cl)cc2)CC1)Nc1ccc(N2CCOCC2)cc1	4.2%	5.5
47	CCOC(=O)C1=NN(C(=O)Cc2ccccc2)C(O)(C(C)(C)C)C1 (stereo not drawn)	1.4%	-9.5
48	CCn1cc(C(=S)N2CCC(C(N)=O)CC2)c2ccccc21	-2.8%	12.0
49	COc1ccc(OCc2nnc(NC(=O)Nc3ccc(F)cc3)s2)cc1	-1.9%	-1.2
50	CCO/C(C)=N/n1c2nc3ccccc3nc2c2c(=O)n(C3CCCC3)c(C)nc21	2.5%	-4.8
51	O=C(Nc1cc2c(oc1=O)CCCC2=O)c1cccc(Cl)c1	-2.1%	6.7
52	Cc1ccccc1OC/C(O)=C(\C#N)c1nc2ccccc2[nH]1	0.0%	-1.1
53	Cn1nc(CC(=O)Nc2ccc3c(c2)OCCO3)c2ccccc2c1=O	-2.4%	-7.6
54	CCOC(=O)N1CCN(C(=O)C2CCCN(c3nc4ccc(OCC)cc4s3)C2)CC1 (stereo not drawn)	2.2%	?
55	CCOC(=O)c1ccccc1NC(=O)CSc1nc(N)cc(=O)[nH]1	2.0%	9.1
56	CCCCNC(=O)[C@H](CSCc1ccccc1)N1Cc2ccccc2C1=O	-0.1%	.
57	CCOc1ccc(Nc2ncnc3c2cnn3Cc2ccccc2)cc1	4.1%	14.5
58	CCOc1ccc(CNc2ccc(S(N)(=O)=O)cc2)cc1	0.3%	-6.9
59	CN(C)CCNC(=O)c1ccc(CS(=O)(=O)c2c(Cl)cccc2Cl)o1	-3.9%	3.2
60	COc1ccc(CCNC(=O)c2c(-c3ccccc3)noc2C)cc1OC	0.8%	-3.8

# (next part)
cpd	SMILES	GlmU inhibition	RmlCD inh 1536
61	C/C(=N\Nc1nc(N2CCOCC2)nc(N2CCOCC2)n1)c1cccs1	4.5%	7.6
62	Cc1ccc(N2C(=O)C(c3c(C)[nH]n(-c4ccccc4)c3=O)(C(F)(F)F)C3=C2CC(C)(C)CC3=O)cc1 (stereo not drawn)	-1.6%	-7.8
63	Cc1ccc(N2C(=O)/C(=C/c3cccnc3)SC2=S)cc1	-7.9%	-1.8
64	CC(Oc1ccccc1)C(=O)NC1C(=O)N2C1SC(C)(C)C2C(=O)O (stereo not drawn)	-1.8%	.
65	COc1ccc(C(=O)NC(=S)N2CC(C)OC(C)C2)cc1 (stereo not drawn)	1.6%	.
66	CCN(CC(=O)NCc1ccc(F)cc1)CC(=O)Nc1ccccc1-c1ccccc1	0.4%	-11.4
67	COc1ccc(C2SCC(=O)Nc3c2c(C)nn3-c2ccccc2)cc1 (stereo not drawn)	-7.7%	10.2
68	COc1ccc(CC2(CO)CCN(C(C)COc3ccccc3)CC2)cc1 (stereo not drawn)	-0.3%	-9.7
69	O=C(/C=C/Nc1ccc(F)cc1F)c1ccco1	4.6%	?
70	Cc1ccc(CNC(=O)Cc2nc3nc(C)cc(C)n3n2)cc1	4.7%	-16.5
71	c1cnc(-c2noc(CN3CCN(C4C5CC6CC(C5)CC4C6)CC3)n2)cn1 (stereo not drawn)	-1.2%	8.0
72	COc1ccc(C(=O)c2c(NC(C)=O)sc3c2CCN(C(=O)OC(C)(C)C)C3)cc1	.	-3.7
73	COc1ccc2c(c1)c1ncn(CCc3ccccc3)c(=O)c1n2C	1.6%	-6.5
74	OC(COCCOc1ccc(Br)cc1)CN1CCN(Cc2ccccc2)CC1 (stereo not drawn)	-2.0%	-6.6
75	Cc1cc(-c2ccccc2)c2c3c(c(-c4ccccc4)n2n1)c(=O)n(C)c(=O)n3C	-5.1%	4.9
76	S=c1[nH]nc(CSCCOc2ccc(Cl)cc2Cl)o1	2.0%	11.9
77	CSc1nc(-c2ccccc2)cn1-c1ccc(NC(C)=O)cc1	-1.2%	-1.9
78	O=C(O)C1CCCN1S(=O)(=O)c1ccccc1 (stereo not drawn)	0.6%	5.7
79	Cc1cc(NC(=O)CSc2nc3c(c(-c4cccnc4)c2C#N)CCC3)no1	-1.6%	8.9
80	COc1cc(CC(=O)Nc2cc(S(C)(=O)=O)ccc2Cl)cc(OC)c1OC	2.8%	1.1

# (list continues)
cpd	SMILES	GlmU inhibition	RmlCD inh 1536
81	COc1ccc(Br)cc1/C=N/Nc1cccc(C(=O)O)c1	-0.2%	-11.2
82	COc1ccc(CC(=O)OCCN(C)C)cc1	0.1%	4.3
83	O=[N+]([O-])C(/C=C(/Cl)[N+](=O)[O-])=C(N1CCCCC1)N1CCCCC1	8.5%	20.9
84	CN(C)C(CNC(=O)c1cccc(C#N)c1)c1ccco1 (stereo not drawn)	-3.4%	-12.4
85	c1ccc(Cn2nnnc2CN2CCN(c3ncccn3)CC2)cc1	1.2%	-10.1
86	O=C(Cc1ccccc1)NNC(=S)Nc1ccc(Cl)cc1	-6.6%	-3.9
87	Oc1c(Cl)cc(Cl)cc1C=Nc1cc(C(F)(F)F)ccc1N1CCc2ccccc2C1	-2.9%	-9.4
88	CCCCOC(=O)Nc1cccc(C(C)=O)c1	1.6%	-0.5
89	Nc1c(C(=O)Nc2ccc(F)cc2)sc2nc(-c3ccco3)ccc12	4.6%	.
90	COCCCNC(=S)NNC(=O)c1ccc2c(c1)OCO2	6.5%	-5.6
91	C=CCN(CC=C)C(=S)NC(=O)c1ccc(C)c(Br)c1	-0.7%	.
92	COc1ccc(OC)c(-n2c(SCC(=O)Nc3cc(C)on3)nnc2-c2c[nH]c3ccccc23)c1	-5.5%	7.0
93	Cc1nnsc1SC(C)C(=O)O (stereo not drawn)	3.5%	41.6
94	COc1ccc(-n2c(/C=C/c3ccc4c(c3)OCO4)nc3ccccc3c2=O)cc1	6.7%	3.2
95	NC(=O)C1(N2CCCCC2)CCN(C(=O)CSc2nc(C(F)(F)F)cc(=O)[nH]2)CC1	-4.2%	5.0
96	Fc1ccc(-c2nc3c(-c4ccc(F)cc4)cnn3cc2CCN2CCOCC2)cc1	-3.6%	.
97	CN1C(=O)Cn2c1nc1ccccc12	-0.3%	.
98	Cc1ccc(C(=O)Nc2ccccc2Oc2ccccc2)cc1[N+](=O)[O-]	.	16.8
99	COc1ccc(C2C(C#N)=C(N)Oc3cc(C)n(CCN4CCOCC4)c(=O)c32)cc1OC (stereo not drawn)	1.1%	0.7
100	O=C(NCC1CCN(S(=O)(=O)c2ccccc2)CC1)Nc1ccc(F)cc1F	-0.9%	19.0

# The list goes on.
cpd	SMILES	GlmU inhibition	RmlCD inh 1536
101	CC1(C)CC(=O)CC(C2(O)C(=O)N(Cc3ccccc3)c3ccccc32)O1 (stereo not drawn)	-4.6%	.
102	COc1ccccc1NS(=O)(=O)CC12CCC(CC1=O)C2(C)C (stereo not drawn)	1.4%	8.8
103	Cc1ccc(S(=O)(=O)N(CC(O)CN(C)C)c2ccccc2)cc1 (stereo not drawn)	4.1%	15.3
104	c1ccc2oc(-c3[nH]ncc3CN3CCC(N4CCSCC4)CC3)cc2c1	7.8%	5.4
105	Cc1csc(NC(=O)CCc2ccc(S(=O)(=O)N3CCOCC3)cc2)n1	1.2%	17.3
106	CC(C)CCSc1ncnc2c1oc1nc3c(cc12)COC(C)(C)C3	-2.3%	-7.2
107	COC(=O)c1ccc(-c2noc(CN(Cc3ccccn3)CC3CCCO3)n2)cc1 (stereo not drawn)	-4.6%	.
108	CCc1ccc(OCC(=O)NC(NC(=S)Nc2ccccc2)C(Cl)(Cl)Cl)cc1 (stereo not drawn)	0.6%	-7.7
109	O=C(C1CCCN(Cc2ccccc2)C1)N1CCc2ccccc2C1 (stereo not drawn)	-1.8%	2.2
110	O=C(NCc1ccco1)C(c1ccccc1)N(CC1CCCO1)C(=O)Cn1nnc2ccccc21 (stereo not drawn)	-2.0%	?
111	CCOC(=O)c1ccc(NC(=O)COc2ccc(S(=O)(=O)NC(C)(C)C)cc2)cc1	-1.9%	.

# The list is partial; count on the stated rates, not on these rows.
